Vif imaging = HIV Vif self-association inhibitors, primary screen, imaging, HEK293T, single point. HEK293T cells, Vif self-association by quenched fluorescence, 24 h. inhibition, % at 7.49 µM. hit rate 0.35% among 340,000. AID 602346, 2012; in the data active means inhibition above about 50%, passing the limit was not always enough; inconclusive means no clear call, values can overlap the other calls; inactive means below about 31%; further: some results filed as inactive read as strong as hits
HIF-2a block = HIF-2a reporter inhibitors, primary screen, luminescence, 786-0 RCC cells; 786-0 RCC cells HIF-2a reporter, luciferase luminescence, overnight; AID 624352, 2012; hit rate 0.72% among 360,000; inhibition, % at 18.8 µM;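 active means inhibition of the luminescence signal of 40% or more relative to plate controls, in a single-dose primary screen at 18.75 µM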
aDG glyco up = activators of alpha-DG glycosylation, primary screen, uHTS, Pro5-aDG cells, AlphaScreen | alpha-DG glycosylation AlphaScreen (IIH6); 0% Pro5, 100% B10-LARGE cell signal | activation, % at 10 µM | hit rate 0.22% among 360,000;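 active means activation of at least 8% versus controls, or a plate z-score of at least 8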;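 further: Pro5 are CHO cells carrying HIG-tagged alpha-DG that lacks glycosylation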
Granule exo inh = LAMP-1 surface exposure blockers, TALL-104 cells – cell-based, flow cytometry, MLPCN library, primary screen. TALL-104 LAMP-1 surface exposure; cells stimulated with thapsigargin and PMA. inhibition, % at 10 µM. hit rate 0.66% among 360,000;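 active means inhibition above about 55%, limit read from the data; inconclusive means no clear call, values can overlap the other calls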
iPSC survival up = enhancers of single-cell hiPSC survival, primary screen, ATPlite luminescence | 100% = ROCK inhibitor wells, 0% = DMSO | survival enhancement, % at 20 µM | hit rate 0.044% among 360,000 | AID 602274, 2012; in the data active means survival enhancement above about 18%;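 further: cells exposed to compounds for 16 hours before the ATP read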
CaV13 ICDI inh = Primary screen for inhibitors of IQ motif and Ca2+-dependent inactivation inhibitor domain binding in CACNA1D, Förster resonance energy transfer in living cells, … | hit rate 0.098% among 340,000 | HEK cells, CFP/YFP FRET ICDI-IQ, plate reader, 10 min; percent FRET-ratio fall versus neutral wells | AID 743397 | inhibition, % at 12.3 µM;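 active means mean replicate inhibition of at least 30% and at least 1% of replicates passing that level; inconclusive means only one of the two criteria is met; inactive means neither criterion is met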;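 further: 0% = median of the neutral control wells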
NR2E3 ag-1 = inhibitors of NR2E3-RetCOR corepressor binding, primary screen, NR2E3 agonist project, biochemical, TR-FRET, GST-NR2E3, biotin-RetCOR; hit rate 0.12% among 320,000; AID 2300, 2010; Photoreceptor-specific nuclear receptor (Homo sapiens), Q9Y5X4; 1536-well; inhibition of corepressor binding, % at 4.78 µM;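 active means percent inhibition above the cutoff of mean plus 3 SD of all tested compounds, set per screening campaign, cut at about 20% in these data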;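 further: 0% = DMSO wells and 100% = biotin wells as full block of FRET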
Target sequence (Q9Y5X4 whole entry, looked up): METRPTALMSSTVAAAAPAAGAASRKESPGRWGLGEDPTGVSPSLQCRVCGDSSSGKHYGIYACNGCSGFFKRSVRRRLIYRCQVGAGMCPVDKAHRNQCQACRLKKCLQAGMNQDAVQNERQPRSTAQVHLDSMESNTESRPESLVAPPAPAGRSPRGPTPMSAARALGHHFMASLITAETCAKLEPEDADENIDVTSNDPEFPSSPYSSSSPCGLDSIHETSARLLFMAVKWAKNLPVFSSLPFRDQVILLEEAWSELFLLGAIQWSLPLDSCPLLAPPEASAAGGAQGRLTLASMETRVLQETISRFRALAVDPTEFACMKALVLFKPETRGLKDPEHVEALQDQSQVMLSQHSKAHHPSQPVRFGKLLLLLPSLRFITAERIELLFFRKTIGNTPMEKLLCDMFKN
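System: GST-tagged NR2E3 plus biotinylated RetCOR corepressor; Buffer or medium: pH 7.5 Tris-based buffer; Probe or stimulus: RetCOR corepressor, biotinylated, 7 nM; Doses: compound at 4.8 µM, single dose; Schedule: 5 h incubation at 4 °C; Technique: time-resolved FRET; Evaluation: percent inhibition of TR-FRET ratio; Replication: one well per compound, singlicate testing.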
PDI inh = inhibitors of human PDI, primary screen, biochemical, turbidity, single point, plate reader | AID 588391, 2011 | PDI insulin aggregation turbidity, A650, 90 min | hit rate 0.052% among 350,000 | Protein disulfide-isomerase (Homo sapiens), P07237 | inhibition, % at 10 µM;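 active means mean inhibition across replicates of 30% or more, whatever share of single replicates reach that level; inconclusive means mean inhibition below 30% while every single replicate reaches 30%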;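 further: absorbance from insulin aggregation driven by PDI reduction with DTT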
Target sequence (P07237 whole entry, looked up): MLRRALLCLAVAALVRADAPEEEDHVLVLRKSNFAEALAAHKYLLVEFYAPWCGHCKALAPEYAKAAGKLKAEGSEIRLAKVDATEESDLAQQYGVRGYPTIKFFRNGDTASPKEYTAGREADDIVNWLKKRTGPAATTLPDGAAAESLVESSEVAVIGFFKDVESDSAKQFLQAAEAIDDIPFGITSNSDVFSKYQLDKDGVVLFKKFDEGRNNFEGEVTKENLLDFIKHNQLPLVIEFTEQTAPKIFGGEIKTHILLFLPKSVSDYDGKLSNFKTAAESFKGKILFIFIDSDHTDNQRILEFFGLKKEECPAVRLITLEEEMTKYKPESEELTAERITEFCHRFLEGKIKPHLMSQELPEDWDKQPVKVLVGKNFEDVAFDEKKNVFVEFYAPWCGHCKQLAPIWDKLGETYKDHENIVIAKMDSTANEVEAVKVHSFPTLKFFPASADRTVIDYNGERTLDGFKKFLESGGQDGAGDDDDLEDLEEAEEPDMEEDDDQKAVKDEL
Peg3 promoter = Peg3 promoter-driven luciferase inhibitors, primary screen, cell-based, HeLa, luciferase luminescence; inhibition, % at 20 µM; hit rate 1.7% among 360,000; HeLa PEG-Prom luciferase reporter, overnight;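 active means inhibition of at least 50% at 20 µM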
NR2E3 ag-2 = NR2E3 agonists in two-hybrid cells, primary screen, cell-based, luminescence, CHO-S, Gal4-NCOR/VP16-NR2E3; inhibition of corepressor binding, % at 3.98 µM; luciferase; Photoreceptor-specific nuclear receptor (Homo sapiens), Q9Y5X4; AID 602229, 2012; hit rate 0.35% among 360,000;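 active means inhibition above the mean of all tested compounds plus 3 SD, cut at about 70% in these data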;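 further: 0% = DMSO with NR2E3 transfected cells and 100% = cells lacking NR2E3 construct; higher means lower luciferase signal from less NR2E3 corepressor binding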
TRPM1 prom inh = inhibitors of MITF-dependent TRPM1 promoter reporter, primary screen, cell-based, SK-MEL-5, single point, luciferase | SK-MEL-5 TRPM1 promoter luciferase, 24 h | inhibition, % at 12.5 µM | hit rate 0.83% among 330,000 | AID 488899, 2010;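 active means mean inhibition across replicates of 60% or more, whatever share of single replicates reaches that level; inconclusive means some that reach 60%, reason not given; inactive means mean inhibition across replicates below 60%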; further: values of inactives mirror those of a sister screen read the other way
* hit, by the source's call.

For Nc1cc2c(cc1C(=O)c1ccccc1F)OCCO2 the results were Vif imaging -13, HIF-2a block -3, aDG glyco up 0.1, Granule exo inh -15, iPSC survival up 2.7, CaV13 ICDI inh -17, NR2E3 ag-1 2, PDI inh 1, Peg3 promoter 24, NR2E3 ag-2 -20 and TRPM1 prom inh 0.
`O=c1[nH]c2c(c(=O)n1-c1ccccc1)CCO2` gave Vif imaging -2, HIF-2a block 7, aDG glyco up 1.1, Granule exo inh -2, iPSC survival up 9.8, CaV13 ICDI inh -7, PDI inh -4, Peg3 promoter 2, NR2E3 ag-2 10 and TRPM1 prom inh -6.
For Cc1ccc2nc(/C(C#N)=C/c3cn[nH]c3-c3ccc(F)cc3)[nH]c2c1 the results were Vif imaging -27, HIF-2a block -31, aDG glyco up -0.2, Granule exo inh 3, iPSC survival up 0.2, NR2E3 ag-1 -1, PDI inh -15, Peg3 promoter 27, NR2E3 ag-2 -29 and TRPM1 prom inh -9.
For Cc1ccc(OCc2cc(C(=O)N(C)CCc3nc4ccccc4[nH]3)no2)cc1C the results were Vif imaging -1, HIF-2a block -87, aDG glyco up 0.3, Granule exo inh 0, iPSC survival up -0.5, CaV13 ICDI inh -3, PDI inh -10, Peg3 promoter -23, NR2E3 ag-2 19 and TRPM1 prom inh -7.
CC(NS(C)(=O)=O)C(c1cccs1)N1CCN(c2ccccc2)CC1 (stereo unspecified) was read as HIF-2a block 1, aDG glyco up 0.0, Granule exo inh -2, iPSC survival up 0.2, NR2E3 ag-1 0, PDI inh 2, Peg3 promoter 9, NR2E3 ag-2 -11 and TRPM1 prom inh -13.
Screening O=C(c1ccco1)N1CCN(C(c2ccc(Cl)cc2)c2nnnn2Cc2ccccc2)CC1 (stereo unspecified) returned Vif imaging 16, HIF-2a block 9, aDG glyco up 0.0, Granule exo inh -2, iPSC survival up -0.3, NR2E3 ag-1 1, PDI inh 0, Peg3 promoter 23, NR2E3 ag-2 -3 and TRPM1 prom inh 1.
`Cc1ccc(NC(=O)CSc2ncccc2C(=O)Oc2cccc([N+](=O)[O-])c2)cc1Cl` gave Vif imaging 3, HIF-2a block -56, aDG glyco up -0.1, Granule exo inh -1, iPSC survival up -1.4, CaV13 ICDI inh -2, NR2E3 ag-1 0, PDI inh -2, Peg3 promoter -107, NR2E3 ag-2 -66 and TRPM1 prom inh -34.
Screening O=C(O)CC(Cc1ccc(Br)cc1)C(=O)Nc1ccccc1 (stereo unspecified) returned Vif imaging 19, HIF-2a block 10, aDG glyco up -0.1, Granule exo inh -1, iPSC survival up 0.2, CaV13 ICDI inh -2, NR2E3 ag-1 1, PDI inh 0, Peg3 promoter 11, NR2E3 ag-2 4 and TRPM1 prom inh 11.
Screening Cc1ccc(Nc2nc3nonc3[nH]c2=O)cc1 returned HIF-2a block -156, aDG glyco up -0.3, Granule exo inh -1, iPSC survival up -2.0, CaV13 ICDI inh -8, NR2E3 ag-1 2, PDI inh -1, Peg3 promoter -109, NR2E3 ag-2 -113 and TRPM1 prom inh -15.
For COCCCn1c(=O)c2ccccc2n(Cc2ccc(C)cc2)c1=O the results were Vif imaging 2, HIF-2a block 9, aDG glyco up 0.0, Granule exo inh -1, iPSC survival up -0.5, CaV13 ICDI inh -5, NR2E3 ag-1 6, PDI inh -5, Peg3 promoter 8, NR2E3 ag-2 -9 and TRPM1 prom inh -1.
`COc1ccc(-c2cccc3c2NC(=O)C3=O)cc1OC` gave Vif imaging 4, HIF-2a block -14, aDG glyco up 0.1, Granule exo inh -2, iPSC survival up -0.4, CaV13 ICDI inh -5, PDI inh -5, Peg3 promoter 7, NR2E3 ag-2 -40 and TRPM1 prom inh -8.
Screening CC(C)C[C@H]1CN([C@@H](CC(C)C)CN2CCCC2CN2C(=S)NC[C@@H]2Cc2ccccc2)C(=S)N1CC1CCCCC1 (stereo partly specified) returned HIF-2a block -4, aDG glyco up -0.1, Granule exo inh 10, iPSC survival up -1.5, CaV13 ICDI inh -6 and NR2E3 ag-2 6.
`CC(C)c1ccccc1NS(=O)(=O)c1cccs1` gave Vif imaging 3, HIF-2a block -3, aDG glyco up 0.1, Granule exo inh 5, iPSC survival up -0.1, CaV13 ICDI inh -4, NR2E3 ag-1 6, PDI inh -3, Peg3 promoter 8, NR2E3 ag-2 -10 and TRPM1 prom inh 8.
Screening CCCc1cc(NCCN(C)C)n2c(nc3ccccc32)c1C#N returned Vif imaging -6, HIF-2a block 22, aDG glyco up -0.1, Granule exo inh -15, iPSC survival up 0.1, CaV13 ICDI inh -6, NR2E3 ag-1 -2, PDI inh 6, Peg3 promoter 21, NR2E3 ag-2 16 and TRPM1 prom inh 6.
For O=C(Cc1c(Cl)cccc1Cl)N/N=C/c1cccnc1 the results were Vif imaging 4, HIF-2a block -1, aDG glyco up -0.2, Granule exo inh -3, iPSC survival up -0.5, CaV13 ICDI inh -6, PDI inh -4, Peg3 promoter -8, NR2E3 ag-2 -12 and TRPM1 prom inh 3.
Screening O=C(NC(c1ccccc1)c1ccc2ccccc2n1)C1CCN(Cc2cccc(C(F)(F)F)c2)CC1 (stereo unspecified) returned Vif imaging -12, HIF-2a block -64, aDG glyco up 0.3, Granule exo inh 6, iPSC survival up -0.7, CaV13 ICDI inh -4, PDI inh 12, Peg3 promoter 10 and NR2E3 ag-2 16.
`CC1=NCCN1S(=O)(=O)c1ccc(Br)c(C)c1` gave Vif imaging 17, HIF-2a block -1, aDG glyco up 0.0, Granule exo inh -1, iPSC survival up -1.1, CaV13 ICDI inh -4, NR2E3 ag-1 -1, PDI inh 1, Peg3 promoter 12, NR2E3 ag-2 -18 and TRPM1 prom inh 3.
For CCC(=O)Nc1nc2c(OC)ccc(OC)c2s1 the results were Vif imaging -5, HIF-2a block -2, aDG glyco up -0.2, Granule exo inh -2, iPSC survival up -1.3, CaV13 ICDI inh -10, NR2E3 ag-1 1, Peg3 promoter 12, NR2E3 ag-2 -4 and TRPM1 prom inh 13.
`Cc1cccc(C(=O)OC(C)CN2CCN(C)CC2)c1` (stereo unspecified) gave Vif imaging 4, HIF-2a block -137, aDG glyco up 1.4, Granule exo inh -1, iPSC survival up -0.3, CaV13 ICDI inh -3, NR2E3 ag-1 3, PDI inh 6, Peg3 promoter -101, NR2E3 ag-2 -46 and TRPM1 prom inh -42.
For O=S1(=O)CCOC[C@H](CC2CCCCC2)N1Cc1ccccc1 the results were Vif imaging 6, HIF-2a block 20, aDG glyco up 0.1, Granule exo inh 7, iPSC survival up 0.9, CaV13 ICDI inh -11, NR2E3 ag-1 2, PDI inh -6, Peg3 promoter 6, NR2E3 ag-2 14 and TRPM1 prom inh -2.
For CCOc1ccc2ccccc2c1C1NC(=O)NC(C)=C1C(=O)OCCOC (stereo unspecified) the results were Vif imaging 1, HIF-2a block 9, aDG glyco up 0.1, Granule exo inh -13, iPSC survival up 0.0, CaV13 ICDI inh -4, NR2E3 ag-1 -4, PDI inh 11, Peg3 promoter 9, NR2E3 ag-2 -24 and TRPM1 prom inh 0.
For Cc1c(NC(=O)CSc2nc3ccccc3s2)c(=O)n(-c2ccccc2)n1C the results were Vif imaging 6, HIF-2a block 18, aDG glyco up 0.2, Granule exo inh 0, iPSC survival up 1.3, CaV13 ICDI inh -3, NR2E3 ag-1 3, PDI inh 3, Peg3 promoter 2, NR2E3 ag-2 -23 and TRPM1 prom inh 6.
For COC(=O)c1cc(Br)ccc1NC(=O)CCNC(=O)c1ccco1 the results were Vif imaging 4, HIF-2a block 7, aDG glyco up 0.3, Granule exo inh -3, iPSC survival up 0.8, CaV13 ICDI inh -4, NR2E3 ag-1 1, PDI inh -10, Peg3 promoter 9, NR2E3 ag-2 -26 and TRPM1 prom inh 2.
Cc1ccc(S(=O)(=O)N(Cc2ccc(Cl)cc2)c2ccccc2C(=O)NCc2ccco2)cc1 was read as Vif imaging 8, HIF-2a block 10, aDG glyco up -0.1, Granule exo inh 14, iPSC survival up -2.6, CaV13 ICDI inh -7, NR2E3 ag-1 -3, PDI inh -5, Peg3 promoter 49, NR2E3 ag-2 5 and TRPM1 prom inh -4.
COc1ccc(/C=N/n2c(-c3n[nH]c4c3CCC4)n[nH]c2=S)cc1 was read as Vif imaging -5, HIF-2a block 20, aDG glyco up -0.3, Granule exo inh -6, iPSC survival up -1.1, CaV13 ICDI inh -4, NR2E3 ag-1 -1, PDI inh -3, Peg3 promoter 17, NR2E3 ag-2 11 and TRPM1 prom inh 5.
For C[C@H](CO)N1C[C@H](C)[C@@H](CN(C)C(=O)c2cc(-c3ccccc3)on2)OCc2cn(nn2)CCCC1=O the results were Vif imaging 0, HIF-2a block 6, aDG glyco up 0.1, Granule exo inh 6, iPSC survival up -2.9, CaV13 ICDI inh -3, PDI inh 6, Peg3 promoter 10 and NR2E3 ag-2 -41.
O=C(CSc1nnc(CNc2ccccc2)o1)c1ccc2c(c1)OCCO2 was read as Vif imaging 0, HIF-2a block -49, aDG glyco up 0.2, Granule exo inh -3, iPSC survival up 0.5, CaV13 ICDI inh -5, NR2E3 ag-1 3, PDI inh -8, Peg3 promoter -11, NR2E3 ag-2 -59 and TRPM1 prom inh -19.
For CCOC(=O)c1cc(-c2ccc(N)cc2)sc1N the results were Vif imaging inconclusive, HIF-2a block -139, aDG glyco up -0.1, Granule exo inh -3, iPSC survival up -1.8, CaV13 ICDI inh -2, NR2E3 ag-1 -8, PDI inh -5, Peg3 promoter -223, NR2E3 ag-2 -54 and TRPM1 prom inh -50.
`CCc1nnc2c(NCCc3ccccc3)nc3ccccc3n12` gave Vif imaging 15, HIF-2a block 0, aDG glyco up 0.0, Granule exo inh 4, iPSC survival up 0.5, CaV13 ICDI inh -13, NR2E3 ag-1 -3, PDI inh -9, Peg3 promoter 13, NR2E3 ag-2 -18 and TRPM1 prom inh 32.

Screens from PubChem BioAssay.

Hits appear at their usual frequency; 3.5% or so of the library scored in one or more.
